Screening data as filed in PubChem.
NPY-Y1 PAM-ag = NPY-Y1 receptor potentiators or agonists, primary screen, cell-based | 220,000 compounds, 0.37% hits | NPY-Y1 expressing cells, potentiator/agonist activation | activation, % at 3.6 µM | AID 1304, 2008 | Neuropeptide Y receptor type 1 (Homo sapiens), P25929; in the data active = activation above about 33%, passing the limit was not always enough;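 also: cells stimulated with NPY at EC10 then isoproterenol at EC100; 0% = low agonist plus stimulus and 100% = saturating agonist plus stimulus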
Target sequence (P25929 whole entry, looked up): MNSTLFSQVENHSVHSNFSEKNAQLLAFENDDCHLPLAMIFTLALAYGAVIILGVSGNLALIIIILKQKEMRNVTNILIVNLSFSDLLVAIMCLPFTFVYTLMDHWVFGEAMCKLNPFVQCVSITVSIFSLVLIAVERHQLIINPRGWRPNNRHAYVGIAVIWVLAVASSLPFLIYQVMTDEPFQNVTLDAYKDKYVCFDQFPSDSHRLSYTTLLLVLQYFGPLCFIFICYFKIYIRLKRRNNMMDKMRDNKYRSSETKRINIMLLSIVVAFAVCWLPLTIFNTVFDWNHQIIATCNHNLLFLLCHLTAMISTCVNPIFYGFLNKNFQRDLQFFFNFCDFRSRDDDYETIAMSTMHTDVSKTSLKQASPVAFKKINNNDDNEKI
S1P4 ag = S1P4 receptor agonists, primary screen, cell-based; Sphingosine 1-phosphate receptor 4 (Homo sapiens), O95977; S1P4-expressing cell line, agonist reporter assay; activation, % at 4.98 µM; 220,000 compounds, 0.35% hits; AID 1509, 2009; in the data active = activation above about 11%;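 also: 0% = DMSO vehicle and 100% = reference agonist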
Target sequence (O95977 whole entry, looked up): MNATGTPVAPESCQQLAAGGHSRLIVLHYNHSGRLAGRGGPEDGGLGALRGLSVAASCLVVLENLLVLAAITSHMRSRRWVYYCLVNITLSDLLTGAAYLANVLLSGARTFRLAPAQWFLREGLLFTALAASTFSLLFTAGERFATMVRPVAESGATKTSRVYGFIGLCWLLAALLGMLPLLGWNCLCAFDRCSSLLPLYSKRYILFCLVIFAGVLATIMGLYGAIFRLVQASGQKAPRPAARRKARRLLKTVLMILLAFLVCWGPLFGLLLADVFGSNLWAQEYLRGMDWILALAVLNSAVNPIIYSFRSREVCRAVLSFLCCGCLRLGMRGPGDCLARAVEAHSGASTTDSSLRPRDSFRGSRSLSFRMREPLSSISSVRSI
eIF4E-4G inh = eIF4E–eIF4G protein interaction inhibitors, primary screen, biochemical, uHTS, TR-FRET, eIF4GI fragment | Eukaryotic translation initiation factor 4E (Mus musculus) + Eukaryotic translation … | 220,000 compounds, 0.37% hits | inhibition, % at 21.7 µM | TR-FRET eIF4E-eIF4GI(517-606) binding, 2 h;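 active = inhibition above about 30%, limit read from the data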;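 also: 0% = full FRET control wells and 100% = background wells lacking eIF4GI fragment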
p97 ATPase inh = inhibitors of human p97 ATPase, primary screen, biochemical; inhibition, % at 8 µM; 220,000 compounds, 0.42% hits; recombinant p97 ATPase, Kinase-Glo ATP luminescence, 3 h; in the data active = inhibition above about 15%;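 also: 0% = DMSO vehicle and 100% = wells lacking enzyme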
NPY Y1 blocker = NPY-Y1 receptor antagonists, primary screen, cell-based; inhibition, % at 3.6 µM; HEK293-CNG Y1 cells, membrane potential fluorescence; NPY at EC95, then isoproterenol; 200,000 compounds, 1% hits; AID 1040, 2008;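 active = inhibition above the campaign mean inhibition of all tested compounds plus 3 SD, cut at about 20% in these data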;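 also: 0% = DMSO wells given NPY plus isoproterenol and 100% = isoproterenol alone without NPY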
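material = HEK293 cells with Y1 receptor plus CNG channel | also added = NPY 25 nM then isoproterenol 1 µM plus Ro 20-1724 25 µM | schedule = dye 3 h, compound 60 min room temperature, stimulation 45 min | measured by = membrane potential fluorescence | benchmarks = high control isoproterenol alone, low control NPY with isoproterenol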
S1P4 antagonist = S1P4 receptor antagonists, primary screen, cell-based | Sphingosine 1-phosphate receptor 4 (Homo sapiens), O95977 | S1P4-expressing cells, antagonist mode, reporter read-out | inhibition, % at 4.98 µM | 220,000 compounds, 0.26% hits | AID 1510, 2009; in the data active = inhibition above about 29%;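 also: 0% = wells stimulated with agonist and 100% = vehicle wells without agonist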
EP2 antag = human EP2 receptor antagonists, primary screen, TR-FRET cAMP, C6 glioma cells. Prostaglandin E2 receptor EP2 subtype (Homo sapiens), P43116. C6 glioma cells expressing human EP2; cells stimulated with saturating PGE2. inhibition, % at 25 µM. 260,000 compounds, 0.52% hits. AID 1422, 2008;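 active = percent inhibition above 40 after rounding to a whole number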;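 also: rat C6 glioma host cells with rolipram phosphodiesterase inhibitor present; the protocol text gives 20 µM as final concentration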
EP2 mod = EP2 receptor modulators, cAMP readout, primary screen, cell-based, HTRF cAMP, PGE2 stimulation. Prostaglandin E2 receptor EP2 subtype (Homo sapiens), P43116. EP2-expressing cells, cAMP HTRF FRET, PGE2 co-stimulation. induction, % at 25 µM. 260,000 compounds, 0.83% hits. AID 940, 2007;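 active = compounds whose cAMP rise, as percent of the full-agonist control response, exceeds 60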;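 also: rat C6 glioma line stably carrying human EP2 under a CMV promoter; the protocol text gives 20 µM as final concentration; 100% = response of wells given 1 µM PGE2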
NPY2 pot ag = NPY-Y2 potentiators or agonists, primary screen, cell-based; Neuropeptide Y receptor type 2 (Homo sapiens), P49146; cells expressing NPY-Y2, potentiator/agonist read-out; activation, % at 3.6 µM; 220,000 compounds, 0.45% hits; AID 1359, 2008; in the data active = activation above about 27%;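 also: cells stimulated with NPY near EC25 plus isoproterenol at EC100; 0% = vehicle plus submaximal agonist and 100% = vehicle plus saturating agonist; some results beyond the cut were filed as inactive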
Starred values were filed as active, the others as inactive; . = no result given; & = joins results of further samples; [ ] = another dose, or the depositor's remark. Some of the compounds tested; count on the stated rates, not on these rows.

SMILES	NPY-Y1 PAM-ag	S1P4 ag	eIF4E-4G inh	p97 ATPase inh	NPY Y1 blocker	S1P4 antagonist	EP2 antag	EP2 mod	NPY2 pot ag
COc1ccc(OCCNc2cc(N3CCOCC3)ccc2[N+](=O)[O-])cc1	6.0	0.5	3.5[fluorescence artefact?]	1.9	-2.1	-8.6	.	-13.9	-6.1
CC(Sc1nnnn1-c1ccccc1)C(=O)Nc1ccccc1-c1ccccc1 (stereo unspecified)	9.8	0.6	14.0	-0.3	4.6	-12.4	-0.5	52.8	-5.2
COCCn1c(SCC(=O)Nc2ncc(Cl)c(C)c2Cl)nc2ccccc21	-4.2	-1.3	6.2	1.4	2.9	-5.6	7.4	16.6	1.8
CCc1ccc(/C=C/C(=O)c2ccc(S(=O)(=O)N(C)C)cc2)cc1	-17.1	-1.1	-2.0[fluorescence artefact?]	-0.6	1.1	-7.5	10.8	0.3	11.9
CC1(C)OC(=O)N(c2ccccn2)C1(C)O (stereo unspecified)	1.5	0.6	-4.4[fluorescence artefact?]	4.7	5.4	-12.2	4.8	28.4	2.3
Cc1cc(S(=O)(=O)NCCN(C)C)c(C)s1	-12.7	-2.3	0.3	4.9	-1.6	7.0	3.9	25.6	-3.7
Cc1c(CCC(=O)O)c(=O)oc2cc3occ(-c4ccc(F)cc4)c3cc12	8.4	0.2	1.6[fluorescence artefact?]	1.0	-2.9	-16.4	5.5	11.4	-23.8
O=C(Nc1ccc(F)c(Cl)c1)NC1CC1	1.3	2.8	0.0	3.2	4.8	-3.5	8.4	9.6	1.0
CCC(=O)Nc1ccc(Oc2ccc3c(c2)C(=O)NC3=O)cc1	4.8	1.2	0.9	2.0	-1.1	1.8	10.3	-4.3	3.9
CCc1nnc(NC(=O)CSc2nnc3c(n2)[nH]c2ccccc23)s1	-5.2	-0.5	1.2	6.2	-1.4	2.9	0.2	8.8	-2.9
CCCCN(C)C(=O)CC(NS(=O)(=O)c1ccc(NC(C)=O)cc1)C(C)C (stereo unspecified)	10.8	-1.2	2.6	6.2	-3.1	-2.1	2.0	-7.3	7.9
COc1ccccc1Nc1nc(N)nc(CSC(=S)N2CCN(c3ccccc3)CC2)n1	-7.4	-2.9	-2.3	0.9	3.1	-6.7	3.5	-55.8	-17.9
CC(=O)Nc1ccc(NC(=O)Nc2cccc(C)c2C)cc1	-20.6	0.3	0.5	0.2	3.7	9.3	4.2	-12.8	10.3
O=C1NCCN(Cc2ccc(-c3ccccc3)cc2)C1CC(=O)N1CCN(CCO)CC1 (stereo unspecified)	-0.3	-0.3	1.8	1.0	-1.7	-6.5	4.7	16.0	-8.4
C=CCOc1cccc(C2C(C(=O)c3ccco3)=C(O)C(=O)N2CCN2CCOCC2)c1 (stereo unspecified)	10.9	0.0	-3.9	5.3	-2.9	-10.0	7.3&5.5	37.0&-28.6	12.1
COc1ccc2oc3ccccc3c(=O)c2c1	-14.3	0.1	-0.5	2.4	.	9.6	5.1	-19.9	-1.8
Cc1c(NC(=O)c2cc(=O)[nH]c(=O)[nH]2)c(=O)n(-c2ccccc2)n1C	-8.0	2.3	0.2	0.9	2.0	-2.1	9.6	2.2	7.5
O=C(CN1C(=O)NC2(CCCC2)C1=O)Nc1ccc(S(=O)(=O)N2CCOCC2)cc1	-2.0	-1.2	-2.0	-3.1	-0.5	-12.2	4.1	60.6*	-12.4
COc1cc2c(cc1OC)CN(C(=O)c1sc(-c3cnccn3)nc1C)CC2	9.1	-0.9	6.6	-7.8	.	-5.4	9.1	-7.5	-5.7
Cc1c(C(=O)OCCOc2ccc(Br)cc2)sc(=S)n1C	-43.4	-1.5	-1.3	2.7	11.8	8.9	7.4	-10.7	-15.5
COC(=O)c1sc2cc(=O)n(-c3cccc(C(F)(F)F)c3)nc2c1O	-8.9	2.7	-0.7	4.5	0.4	-31.8	6.2	4.1	-5.0
O=C(NCc1ccccc1)c1cc(=O)[nH]c2ccccc12	-9.4	-0.9	1.9	-2.3	13.3	5.9	7.3	-0.2	-16.4
COc1ccc(S(=O)(=O)N(CC(=O)Nc2cc(C)on2)Cc2ccccc2)cc1	4.3	0.6	-2.8	-8.4	9.9	-4.5	6.5	-2.8	-6.2
Cc1cc(N2CCN(C)CC2)ccc1NC(=O)c1c2c(nc3ccccc13)CCN(Cc1ccccc1)C2	-25.6	-3.0	6.5	-7.9	4.0	13.2	6.5	-30.8	-13.7
Cc1ccc(NC(=O)C(C)Sc2nc(=O)cc(N)n2-c2ccccc2)cc1 (stereo unspecified)	-21.3	2.4	-7.7	-0.3	-0.4	2.1	13.9	6.4	-5.0
The listing continues:
SMILES	NPY-Y1 PAM-ag	S1P4 ag	eIF4E-4G inh	p97 ATPase inh	NPY Y1 blocker	S1P4 antagonist	EP2 antag	EP2 mod	NPY2 pot ag
COC(=O)c1c(CSc2ccc(C)c(C)c2)noc1C(=O)NCc1ccc(OC)cc1	-14.9	-0.5	0.9[fluorescence artefact?]	-7.9	23.0*	-14.3	14.6	18.8	-34.7
Cc1ccc(C(=O)Nc2ccc(C(=O)O)cc2)cc1S(=O)(=O)NCc1ccccc1	-2.5	2.0	-3.0	5.0	4.4	-13.3	9.9	20.1	0.8
CCOc1ccccc1CNCCNC(=O)c1nonc1N	14.5	-1.8	-5.8	0.2	.	-6.1	2.8	-1.8	-10.6
Cc1c(NC2=CC(=O)CCC2)c(=O)n(-c2ccccc2)n1C	9.2	1.0	5.1	4.6	2.9	-23.5	4.2	-37.2	-0.2
C[C@H](NS(=O)(=O)c1ccc(Cl)cc1)C(=O)OCC(=O)NC(=O)Nc1ccc2c(c1)OCCO2	20.4	-1.1	0.6[fluorescence artefact?]	0.8	1.4	-13.2	4.8	2.6	2.6
NS(=O)(=O)c1ccc(NC(=O)COC(=O)c2cnccn2)cc1	5.2	1.3	4.7	6.4	0.7	-2.8	10.9	1.7	10.2
COc1ccc2nc(SCC(N)=O)cc(C)c2c1	12.0	3.9	3.3	-3.6	0.2	8.6	13.9	-4.8	-1.5
CCc1c(C)nc2ncnn2c1N1CCC(C(=O)N2CCN(c3ccc(F)cc3)CC2)CC1	10.3	-1.2	3.5	-2.1	-5.3	-19.2	11.2&6.5	-0.7&-6.2	1.9
Cc1ccc(/C=N/NC(=O)C(=O)N/N=C/c2ccc(C)o2)o1	2.2	-1.8	-1.5	0.6	-4.5	6.7	6.4	-28.6	-5.5
CCOC(=O)N1CCN(C(=O)CNS(=O)(=O)c2cccs2)CC1	-8.5	-0.2	1.3	3.1	-0.8	2.8	11.3	25.0	18.8
O=C1Nc2ccccc2N(O)N1c1ccc(Cl)c(Cl)c1	3.2	2.9	1.1	3.0	-0.8	-2.4	2.4	8.7	-6.0
COc1ccc(C(=O)C(C)[n+]2ccc(-c3nnc4n3CCCCC4)cc2)cc1 (stereo unspecified)	9.0	-1.5	1.8	5.5	.	-6.9	10.1	21.9	-2.6
Cc1c(/C=C/C(=O)c2ccc(C(C)C)cc2)cnn1C	11.0	1.8	4.8	2.1	1.7	-9.5	1.7	-18.9	19.6
COc1ccc2c(c1)[nH]c1c(=O)n(CCCn3ccnc3)cnc12	-5.4	-0.2	2.7	1.3	-2.3	-0.3	16.0	-7.0	8.0
CCOC(=O)N1CCN(c2cc(N)c([N+](=O)[O-])cc2F)CC1	-20.6	-4.0	-0.9	-2.6	-6.0	-11.2	7.2	-15.8	-2.9
COc1ccc(C(=O)c2no[n+]([O-])c2C(=O)c2ccc(OC)cc2)cc1	-24.9	2.9	8.4[fluorescence artefact?]	1.8	2.4	-4.2	64.7*	-1.3	-20.8
CC(NS(=O)(=O)c1ccccc1)C(c1cccs1)N1CCOCC1 (stereo unspecified)	-3.2	-1.3	3.7	-3.2	2.9	11.5	14.9	6.2	2.5
CCCCOC(=O)Nc1nc(C)c(C(=O)OCC)s1	-24.6	2.0	1.1	-0.1	10.1	-6.0	6.9	23.6	-10.3
CC(C)OC(=O)C1CC=CCC1C(=O)Nc1ccc(Cl)cc1 (stereo unspecified)	1.1	3.9	1.9[fluorescence artefact?]	-0.5	0.3	9.8	11.2	5.8	8.7
CCCCn1c(-c2ccccc2)nc2c(=O)n(C)c(=O)[nH]c21	-6.8	1.6	5.9	2.3	-1.7	-23.6	-7.3	-8.7	6.6
CCC(C)NC(=O)CCc1c(C)nc2nc(-c3cc(OC)cc(OC)c3)nn2c1C (stereo unspecified)	31.6	-1.6	-9.9[fluorescence artefact?]	0.9	-3.4	17.7	9.7	-16.6	-30.7
Cc1cc(=O)[nH]c(SCCCOc2ccc(F)cc2)n1	-18.3	-1.6	2.3	0.7	11.1	-13.1	6.8	9.1	2.7
CC(C)N=Cc1c(O)[nH]c2ccccc12	15.3	1.3	2.0	-4.4	0.9	-12.7	1.8	-28.8	-17.1
COc1cc(C(=O)OCC(=O)Nc2sccc2C(N)=O)cc(OC)c1OC	-31.4	0.0	1.1	0.5	-1.7	-20.3	7.5	-47.4	8.4
COc1ccc(-n2nnnc2SCC(=O)c2cccc(OC)c2)cc1	-9.4	-1.4	-1.3[fluorescence artefact?]	0.9	5.1	2.7	5.7&11.7	-20.3&-6.9	-20.0
Next part.
SMILES	NPY-Y1 PAM-ag	S1P4 ag	eIF4E-4G inh	p97 ATPase inh	NPY Y1 blocker	S1P4 antagonist	EP2 antag	EP2 mod	NPY2 pot ag
O=C(NCCSc1ccc(Cl)cc1)c1ccco1	15.4	-1.8	-1.9[fluorescence artefact?]	-4.2	1.6	8.2	9.9	7.9	7.2
CC(O)C(NS(=O)(=O)c1ccc(Cl)cc1)C(=O)OCc1nnc(-c2ccccc2)o1 (stereo unspecified)	5.0	-1.6	-8.7	1.7	-3.1	-12.9	4.0	-18.9	18.6
CC(C)COC(=O)C1C2C=CC3(CN(C(C)c4ccc(Br)cc4)C(=O)C13)O2 (stereo unspecified)	3.5	0.0	3.9[fluorescence artefact?]	-5.8	-1.2	-11.3	7.2	15.2	4.0
CC1CCC(NC(=O)CN2C(=O)COc3ccc(S(=O)(=O)N4CCCC4)cc32)CC1 (stereo unspecified)	0.7	-1.8	-1.3[fluorescence artefact?]	1.2	-0.6	-6.7	8.2	14.6	15.6
Cn1ncc(C#N)c1/N=C/N1CCCCCC1	16.6	-0.6	7.2[fluorescence artefact?]	2.8	-1.8	-13.0	2.0	20.0	-17.3
Nc1nc(NCCCN2CCOCC2)nc(NCc2ccccc2)c1[N+](=O)[O-]	-1.1	-0.3	3.0	-8.6	.	-2.3	8.3	30.1	-16.4
COc1cccc2cc(C(C)N(CCCN3CCOCC3)C(=S)Nc3cc(C)cc(C)c3)oc12 (stereo unspecified)	-21.8	0.4	-2.3	3.1	2.4	10.2	4.1	-8.9	-9.6
CCN(CCn1cccn1)Cc1c(C(=O)N2C[C@@H](C)O[C@@H](C)C2)nc2ccc(Cl)cn12	-7.2	-0.3	-0.3	1.6	4.7	-11.1	7.3	3.3	-5.5
